# TrxR1 substrate: rat thioredoxin reductase 1 substrate activity; purified TrxR1 substrate turnover, NADPH consumption readout; Potency, µM (top dose mostly 114 µM), for the others: at the highest dose activity change, negative = substrate turnover; actives 0.01% (n = 390,000); AID 588456; note: % is set by controls: 0 for no effect and ±100 for the full control effect; nearly all actives have a fitted effect of over 50% in size
#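 Rat TrxR1, dispensed at 90 nM, was prereduced with 400 uM NADPH (final) for 5 min at ~22 deg C, then incubated with compound 15 min before 400 uM selenite. A first-read NADPH fluorescence drop versus no-compound background flagged substrates.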
# ALOX12 inh: inhibitors of human 12S-lipoxygenase ALOX12. P18054. AID 1671190. actives 1.1% (n = 580,000). purified 12hLO, xylenol orange hydroperoxide absorbance. Potency, µM (highest dose often 108 µM), for the others: at the top dose activity change, negative = inhibition, usual class: inhibitors; note: % is set by controls: 0 for no effect and ±100 for the full control effect
#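 Hydroperoxide product was detected by ferrous iron/xylenol orange as the 573 to 405 nm absorbance ratio. Arachidonic acid at 40 uM (final) was turned over for 30 min at room temperature by 150 nM human 12hLO, pH 7.0 Hepes buffer, after 15 min compound preincubation.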
# Vif-APOBEC3F blk: blocks the Vif interaction with APOBEC3F | HeLa A3F-eYFP + Vif (tagged APOBEC3F with the HIV-1 protein that degrades it), YFP fluorescence increase | Potency, µM (titrated, usually from 46.1 µM), for inactives: at the highest dose activity, negative = active | AID 602313 | actives 0.2% (n = 390,000); note: % of control where 0% means no effect; nearly all actives have a fitted effect of over 65% in size
#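 Fluorescence increase (Ex 488/Em 500-530) after overnight compound treatment at 37 deg C flags inhibition of Vif-driven A3F-eYFP loss in stable HeLa A3F-eYFP/Vif cells seeded overnight beforehand.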
# RXFP1 ag: activates the human relaxin receptor RXFP1 | Q9HBX9 | HEK293T-RXFP1 cAMP TR-FRET, 30 min; response scale: percent of porcine relaxin response, buffer zero | Potency, µM (top dose mostly 57.5 µM), without a hit: top-dose activation, hits mostly activators | actives 0.3% (n = 370,000) | AID 2676; note: % is set by controls: 0 for no effect and ±100 for the full control effect; nearly all actives have a fitted effect of over 60% in size; many of its hits are not listed in these tables
# Target sequence (Q9HBX9 whole entry, looked up): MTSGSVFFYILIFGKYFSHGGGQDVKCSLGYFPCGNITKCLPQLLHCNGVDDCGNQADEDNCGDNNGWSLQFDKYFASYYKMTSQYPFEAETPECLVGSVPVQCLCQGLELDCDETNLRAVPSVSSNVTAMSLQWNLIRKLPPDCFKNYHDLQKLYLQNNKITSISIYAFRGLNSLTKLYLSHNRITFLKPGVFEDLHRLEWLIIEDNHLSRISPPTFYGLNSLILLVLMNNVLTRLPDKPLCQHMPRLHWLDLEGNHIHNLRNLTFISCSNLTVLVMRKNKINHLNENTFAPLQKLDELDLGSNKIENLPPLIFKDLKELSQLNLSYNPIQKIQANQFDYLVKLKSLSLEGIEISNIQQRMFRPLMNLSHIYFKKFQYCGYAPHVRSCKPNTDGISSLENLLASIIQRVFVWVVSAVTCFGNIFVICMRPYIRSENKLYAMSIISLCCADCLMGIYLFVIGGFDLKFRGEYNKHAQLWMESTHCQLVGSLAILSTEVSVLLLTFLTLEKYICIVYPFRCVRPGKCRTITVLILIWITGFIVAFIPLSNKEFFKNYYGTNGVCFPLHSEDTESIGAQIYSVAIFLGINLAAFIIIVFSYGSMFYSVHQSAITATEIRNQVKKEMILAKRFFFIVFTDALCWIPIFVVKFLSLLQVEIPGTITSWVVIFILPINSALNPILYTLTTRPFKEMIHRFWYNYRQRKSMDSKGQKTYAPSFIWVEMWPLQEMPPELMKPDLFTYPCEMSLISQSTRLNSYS
#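 HEK293 cells stably expressing RXFP1, treated 30 min at 37C with compounds plus PDE4 inhibitor Ro 20174; cAMP measured by HTRF TR-FRET. Normalized to buffer and 29 nM porcine relaxin; EC50 by Hill fit.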
# Vif-APOBEC3G blk: inhibitors of Vif-APOBEC3G interaction; Q9HC16; HeLa A3G-eYFP + Vif (tagged APOBEC3G with the HIV-1 protein that degrades it), YFP fluorescence, overnight; Potency, µM (series often up to 46.1 µM), without a hit: top-dose activity, negative = active, actives largely listed as inhibitors; actives 0.076% (n = 410,000);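 note: % is set by controls: 0 for no effect and ±100 for the full control effect; nearly all actives have a fitted effect of over 60% in size; hits raise eYFP signal because A3G escapes Vif-driven loss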
# Target sequence (Q9HC16 whole entry, looked up): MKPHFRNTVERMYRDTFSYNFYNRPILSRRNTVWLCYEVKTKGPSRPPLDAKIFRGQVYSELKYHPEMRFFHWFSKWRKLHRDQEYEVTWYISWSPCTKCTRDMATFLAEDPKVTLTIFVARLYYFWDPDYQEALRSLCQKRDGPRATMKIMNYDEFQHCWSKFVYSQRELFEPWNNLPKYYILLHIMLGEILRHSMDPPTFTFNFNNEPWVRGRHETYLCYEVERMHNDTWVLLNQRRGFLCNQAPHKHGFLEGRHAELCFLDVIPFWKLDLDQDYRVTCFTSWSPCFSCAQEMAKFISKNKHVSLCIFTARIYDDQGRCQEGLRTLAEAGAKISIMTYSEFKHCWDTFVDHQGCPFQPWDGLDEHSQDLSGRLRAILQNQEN
#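 Read-out is eYFP fluorescence (Ex 488/Em 500-530) from Vif-expressing HeLa A3G-eYFP cells; more signal means A3G escaped Vif-mediated degradation. Cells plated overnight, compound pinned in, incubated overnight at 37 deg C.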
# RGS4 inhibitor: human RGS4 inhibition | Potency, µM (titrated, usually from 114 µM), without a hit: at the top dose activity change, negative = inhibition, actives largely listed as inhibitors | actives 0.039% (n = 390,000) | Transcreener GDP fluorescence polarization, RGS4-accelerated GTP hydrolysis; note: % is set by controls: 0 for no effect and ±100 for the full control effect; nearly all actives have a fitted effect of over 75% in size; some results filed as inactive show a strong effect at the top dose
#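 MLSMR compounds (23 nl, pin-transferred) preincubated 10 min at room temperature with a 500nM (2x) first reagent, then RGS4 at 900nM (2x) plus Transcreener GDP mix added; fluorescence polarization (620/688 nm) read before and after 90 min at 30 °C.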
# USP1-UAF1 inh: inhibitors of human USP1/UAF1 deubiquitinase | O94782 | recombinant USP1/UAF1, Ub-Rhodamine cleavage fluorescence | Potency, µM (titrated, usually from 57.1 µM), for inactives: at the top dose activity change, negative = inhibition, usual class: inhibitors | actives 0.23% (n = 390,000) | AID 743255; note: % is set by controls: 0 for no effect and ±100 for the full control effect; nearly all actives have a fitted effect of over 60% in size; inactives centre near -12
#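 High-throughput fluorogenic screen: 1nM USP1/UAF1 complex, Ub-Rho substrate 150nM final, 50mM HEPES pH 7.8 with 0.5mM EDTA, 0.1 mg/ml BSA, 1mM TCEP and 0.01% Tween-20.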
# mIDH1 inhibitor: inhibitors of human mutant IDH1 R132H; O75874; IDH1-R132H enzyme, NADPH consumption, diaphorase/resazurin fluorescence; Potency, µM (doses to about 76.6 µM), inactives show top-dose activity change, negative = inhibition, actives largely listed as inhibitors; actives 0.093% (n = 390,000); note: % is set by controls: 0 for no effect and ±100 for the full control effect; nearly all actives have a fitted effect of over 65% in size
#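 IDH1-R132H (0.5 ug/mL dispensed) in pH 7.5 Tris buffer was preincubated 30 min with compound, then given a substrate mix of 0.016 mM NADPH and 2 mM alpha-KG for 80 min at room temperature; remaining NADPH was read by diaphorase/resazurin fluorescence.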
# TrxR1 inh: rat TrxR1 inhibition | Potency, µM (doses to about 114 µM), without a hit: at the highest dose activity change, negative = inhibition, hits mostly inhibitors | actives 1% (n = 390,000) | recombinant rTrxR1, NADPH fluorescence consumption, selenite substrate | O89049; note: % is set by controls: 0 for no effect and ±100 for the full control effect; nearly all actives have a fitted effect of over 65% in size
#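 Rat TrxR1 (90 nM in the dispensed reagent) was pre-reduced with 400 uM NADPH for 5 min at room temperature, then incubated with compound for 15 min. After 400 uM selenite was added, NADPH fluorescence (Ex 340/Em 450 nm) was followed for 8 min.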
# Numbers without * were called inactive; ? = inconclusive; nt = not tested or not shown; [ ] = another dose, or the depositor's remark. Calls come from the whole dose curve; as a rule, active = well fitted curve in the direction sought with a large enough effect; inconclusive = small, poorly fitted or top-dose-only effect, or another doubt; inactive = no such curve, though single readings can be large; an effect the other way counts as inactive or inconclusive. Potency is the fitted concentration of half-maximal effect.
SMILES,TrxR1 substrate,ALOX12 inh,Vif-APOBEC3F blk,RXFP1 ag,Vif-APOBEC3G blk,RGS4 inhibitor,USP1-UAF1 inh,mIDH1 inhibitor,TrxR1 inh
CCN(C[C@H]1N[C@@](C)(C(=O)OC)[C@H]2C(=O)N(C)C(=O)[C@@H]12)C(=O)Nc1ccc(C(F)(F)F)cc1,2%,-17%,-2%,nt,-2%,11%,-8%,-5%,12%
CCCCNC(=O)C(CC)n1c(SCc2cccc(F)c2)nc2ccncc21 (configuration not stated),2%,nt,nt,nt,1%,-23%,nt,nt,11%
COCCNC(=O)[C@@H]1CCCN1S(=O)(=O)c1cccc2cccnc12,0%[57.1 µM],-1%,-2%,1.0%,1%,2%,-11%,-1%,-3%[57.1 µM]
CCOc1cc(C2c3c(-c4ccccc4)n[nH]c3C(=O)N2c2ccc(C(=O)O)cc2)ccc1O (configuration not stated),-5%,-2%,-3%,-2.9%,9%,-4%,?,-7%,?
O=C(NCC1CCCO1)C1CCC(CNS(=O)(=O)c2ccccc2)CC1 (configuration not stated),3%,0%,-16%,-1.1%,-1%,-4%,-23%,7%,-3%
O=C1COc2ccc(C(=O)COC(=O)/C=C/c3cccc(F)c3)cc2N1,-4%,-1%,-6%,-0.5%,1%,-2%,0%,-10%,10%
CN(C(=O)c1cccc(NC(=O)Cc2ccc([N+](=O)[O-])cc2)c1)C1CCCCC1,-9%,-16%,2%,nt,0%,-13%,6%,1%,-4%
Cc1ccc(C)c(NC(=O)CN2C(=O)C(C)(C)c3ccccc32)c1,4%[57.1 µM],3%,-1%,-1.0%,4%,-10%,2%,25%,23%[57.1 µM]
Cc1ccc(NC(=O)N2CCN(C)CC2)cc1NC(=O)N1CCN(C)CC1,4%,6%,3%,2.6%,5%,-5%,-16%,6%,13%
CC/C(=N\NC(=O)CSCc1ccc(Cl)cc1)c1ccc2c(c1)OCCO2,-7%,-19%,-1%,2.1%,-1%,18%,-15%,-6%,-7%[57.1 µM]
CSc1nc2nc(-c3ccccc3)cc(=O)n2[nH]1,3%,?,4%,-1.0%,-7%,-22%,-18%,5%,5%[57.1 µM]
CC[C@@]12C(=O)N(c3cccc(F)c3)C(=O)N1[C@H](c1ccc(Br)cc1)[C@@H]1C(=O)N(C(C)(C)C)C(=O)[C@@H]12,-4%,0%,4%,-0.4%,-8%,-7%,-24%,11%,1%
Cc1cc(O)c(C(=O)/C=C/c2ccc(Cl)cc2)c(=O)o1,1%[57.1 µM],7%,?,6.6%,-10%,-24%,-22%,-4%,-20%[57.1 µM]
O=C(Cc1ccccc1)NNS(=O)(=O)c1ccc([N+](=O)[O-])cc1,-9%,-10%,-2%,1.0%,0%,2%,-9%,4%,-10%
Cc1ccc(NC(=O)Cn2cc(S(=O)(=O)Cc3cccc(Cl)c3)c3ccccc32)cc1C,-3%,?,1%,2.5%,4%,-16%,-16%,-2%,14%

# Part of the list above, showing only RGS4 inhibitor, mIDH1 inhibitor and Vif-APOBEC3G blk:
molecule	RGS4 inhibitor	mIDH1 inhibitor	Vif-APOBEC3G blk
Cc1cc(O)c(C(=O)/C=C/c2ccc(Cl)cc2)c(=O)o1	-24%	-4%	-10%
Cc1ccc(NC(=O)Cn2cc(S(=O)(=O)Cc3cccc(Cl)c3)c3ccccc32)cc1C	-16%	-2%	4%

# Entries shown so far containing an NH in an aromatic ring:
SMILES,TrxR1 substrate,ALOX12 inh,Vif-APOBEC3F blk,RXFP1 ag,Vif-APOBEC3G blk,RGS4 inhibitor,USP1-UAF1 inh,mIDH1 inhibitor,TrxR1 inh
CCOc1cc(C2c3c(-c4ccccc4)n[nH]c3C(=O)N2c2ccc(C(=O)O)cc2)ccc1O (configuration not stated),-5%,-2%,-3%,-2.9%,9%,-4%,?,-7%,?
CSc1nc2nc(-c3ccccc3)cc(=O)n2[nH]1,3%,?,4%,-1.0%,-7%,-22%,-18%,5%,5%[57.1 µM]

# (cont.)
SMILES,TrxR1 substrate,ALOX12 inh,Vif-APOBEC3F blk,RXFP1 ag,Vif-APOBEC3G blk,RGS4 inhibitor,USP1-UAF1 inh,mIDH1 inhibitor,TrxR1 inh
CCOc1ccccc1NC(=O)CN1CCN(C(=O)C2CCCO2)CC1 (configuration not stated),0%,-15%,3%,-0.3%,0%,-38%,-17%,3%,-4%
CCCN1CNC(=S)N(Cc2ccccc2)C1,14%,-24%,-5%,-1.2%,0%,17%,-2%,2%,-16%
CC1CCN(Cc2c(O)ccc3c(=O)c(-c4ccc(Cl)cc4)c(C(F)(F)F)oc23)CC1,0%,-11%,2%,2.0%,-5%,16%,-21%,-4%,10%
Cc1nn(-c2ccccc2)c(C)c1S(=O)(=O)O,-4%,-15%,?,0.3%,-5%,-23%,-8%,-1%,6%
CCOC(=O)c1[nH]c2c(c1C)C(=O)CC(c1ccc(F)cc1)C2 (configuration not stated),5%,482%[activator],-11%,1.9%,?,-13%,?,17%,27%
O=[N+]([O-])c1ccc2c(c1)oc1ccccc12,-3%,0%,3%,7.9%,1%,-25%,-4%,2%,16%
COc1ccc(COC(=O)NNC(=O)c2ccc(OC)cc2)cc1,16%,10%,-1%,-0.5%,1%,19%,-19%,9%,39%[activator]
CNc1ccc(C(=O)OCC(=O)NC(=O)NC2CCCCC2)cc1[N+](=O)[O-],-1%,-3%,?,nt,1%,2%,3%,-4%,19%
COc1ccc(C)cc1-n1c(SCC(=O)NCC2CCCO2)nc2c([nH]c3ccccc32)c1=O (configuration not stated),-1%,0%,1%,0.8%,-6%,-23%,1%,1%,2%
Cc1nc2c(=O)oc3ccccc3c2n1-c1ccccc1,2%,90%,10%,0.8%,3%,15%,-16%,5%,7%
CC(=O)c1c(C)[nH]c(C(=O)Nc2ccccc2Cl)c1C,-4%,-6%,2%,12%,-11%,34%,-13%,7%,3%
CC1(C)Cc2nc(N)c(C(=O)NCCO)cc2CO1,319%[activator],22%,1%,4.0%,1%,7%,-10%,5%,-69%
CCc1cc2cc(C(=O)Nc3ccc(F)cc3)sc2s1,-4%,-15%,-12%,?,0%,-40%[56.9 µM],-18%,5%,6%
CCOC(=O)N1CCC(N2CCCC(C(=O)c3cccc(OC(C)C)c3)C2)CC1 (configuration not stated),-1%,0%,5%,0.2%,1%,14%,-6%,-2%,3%
Cc1ccc(C)c(N2CCN(C(=O)NCc3noc4ccccc34)CC2)c1,6%,-11%,-5%,-0.5%,5%,12%,-19%,13%,26%
O=C(CN(C(=O)Cn1nnc(-c2ccc(F)cc2)n1)C1CCCC1)NC1CCCC1,7%[57.1 µM],-16%,-7%,-2.4%,1%,14%,4%,2%,25%[57.1 µM]
Clc1ccccc1-c1nnc2sc(C3COc4ccccc4O3)nn12 (configuration not stated),-4%,-8%,-8%,3.3%,2%,4%,0%,14%,7%
CCOC(=O)c1c(C)nc2ccccc2c1-c1ccccc1,-18%,5%,-9%,0.8%,0%,24%,-9%,1%,-23%
O=[N+]([O-])c1ccc(N2CCN(S(=O)(=O)c3cnc[nH]3)CC2)cc1,-8%,-25%,2%,-0.2%,-10%,-4%,-26%,-5%,6%
CC(=O)Nc1ccc2c(=O)n(-c3ccccc3)sc2c1,nt,1µM*,2%,nt,-11%,nt,-26%,-5%,nt
O=C(Cc1ccccc1Cl)NC1(O)C(=O)c2ccccc2C1=O,-10%,?,-13%,-0.2%,2%,-25%,?,-9%,19%[57.1 µM]
Clc1cccc(-n2ncc3c(N4CCC(Cc5ccccc5)CC4)ncnc32)c1,-4%[57.1 µM],-19%,-5%,1.9%,-1%,18%,?,16%,13%[57.1 µM]
NC(=O)CSc1nc2c(oc3ccccc32)c(=O)n1Cc1ccccc1,-8%,-26%,2%,23%,3%,-47%,-22%,14%,-13%
COc1ccccc1N1CCN(c2nc3c(C)cccn3c(=O)c2C=O)CC1,-2%,?,2%,1.1%,-1%,-25%,-12%,0%,-6%
COc1cc(NC(=O)c2nc(-c3ccc(Cl)cc3)n3c2CCCCC3)cc(OC)c1OC,-7%,-7%,-8%,3.2%,3%,-9%,-3%,16%,-6%
O=C(Cn1cnc2cc([N+](=O)[O-])ccc2c1=O)NCc1ccc(Cl)cc1,4%[57.1 µM],-18%,7%,25%,0%,-9%,3%,-1%,-4%[57.1 µM]
O=c1[nH]c2ccccc2nc1C(F)(F)F,34%[activator],-20%,-16%,0.1%,-3%,-2%,-27%,3%,21%
CCN(c1ccccc1)S(=O)(=O)c1c(C)nc2scc(C)n2c1=O,-6%,-13%,3%,5.6%,-2%,1%,-6%,-9%,-2%
COc1nc(-c2ccccc2)nnc1-c1ccccc1,-3%,-5%,1%,4.2%,-5%,5%,0%,-6%,-3%[57.1 µM]
CC1=Nc2cc(C(=O)O)ccc2Sc2c(C)ccc(C)c21,7%[57.1 µM],43%,14%,0.8%,-14%,4%,-19%,-10%,2%[57.1 µM]
CCC(C)NCCCOc1ccc(C)cc1OC (configuration not stated),0%[57.1 µM],?,-7%,0.5%,-1%,24%,?,6%,18%[57.1 µM]
COc1ccc(CNC(=O)C(=O)NCc2ccncc2)cc1,-5%,-20%,-1%,-0.4%,2%,-41%,-19%,2%,1%
Cc1nc2ccccc2c(=O)n1NC(=O)c1ccccc1,6%[57.1 µM],1%,-1%,0.1%,-1%,14%,-10%,5%,-3%

# Compound activity from PubChem.

# Only part of the results is shown (hit frequency here may not be typical).
